Screening data (PubChem BioAssay)
HepG2 tox: HepG2 cytotoxicity, counter-screen for TGF-b inhibitors; HepG2 CAGA-GFP viability, ATP luminescence, 18 h; 410,000 compounds, 0.76% hits; Potency, µM (doses to about 46.1 µM), for inactives: top-dose activity change, negative = cytotoxicity, most hits filed as cytotoxic; also: potency is read from the fitted curve at half-maximal effect; some results filed as inactive show a strong effect at the top dose
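HepG2 CAGA-GFP cells (1000/well, DMEM with 1% FBS) received compound, then TGF-beta at 500 pg/mL final, and were incubated 18 hours at 37 degrees C. Viability was read by CellTiter-Glo luminescence. Media-only wells were set as complete cell-killing and DMSO as no toxicity.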
A549 tox: kills or reduces viability of A549 cells in Nrf2 counter-screen; AID 504648; Potency, µM (highest dose often 46 µM), without a hit: at the top dose activity change, negative = cytotoxicity, most hits filed as inhibitors; A549 ARE-Fluc cells, CellTiter-Fluor viability, 18-24 h; 390,000 compounds, 0.16% hits; also: potency is read from the fitted curve at half-maximal effect; % is scaled to controls: 0 for no effect and ±100 for the full control effect
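Cytotoxicity counterscreen: CellTiter-Fluor fluorescence was measured in A549 ARE_Fluc cells after 18-24 h of compound exposure in a concentration series. The subsequent BugLite luminescent read reports ARE-luciferase activity.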
TGFb SMAD3 inh: TGF-b pathway inhibition; AID 588855; Potency, µM (doses to about 46.1 µM), without a hit: at the highest dose activity, negative = inhibition, most hits filed as inhibitors; HepG2 CAGA-GFP TGF-b/SMAD3 reporter, GFP fluorescence, 18 h; TGF-beta stimulated, 500 pg/mL final; 410,000 compounds, 1.2% hits; also: potency is read from the fitted curve at half-maximal effect; % is scaled to controls: 0 for no effect and ±100 for the full control effect; nearly all actives have a fitted effect of over 65% in size
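Using HEPG2 CAGA-GFP reporter cells at 1000 cells/well, we pinned test compounds, stimulated with recombinant TGF-beta (500 pg/mL final) and measured total well GFP after 18 h.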
Nrf2 inh: blocks Nrf2 signaling; A549 ARE-Fluc reporter, luciferase luminescence, 18-24 h; 360,000 compounds, 2.1% hits; Potency, µM (series often up to 46 µM), for the others: at the highest dose activity change, negative = inhibition, usual class: inhibitors; also: potency is read from the fitted curve at half-maximal effect; % is scaled to controls: 0 for no effect and ±100 for the full control effect; nearly all actives have a fitted effect of over 60% in size
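Cells were seeded and rested 2 h, then exposed to compounds for 18-24 h. CellTiter-Fluor was read first as a viability measure. BugLite was added 15 min before the final luminescent read of ARE-luciferase activity in A549 cells.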
Nrf2 ARE act: activators of Nrf2 (ARE) signaling; Potency, µM (series often up to 46.1 µM), for inactives: at the top dose activation, hits mostly activators; AID 624171; AREc32 ARE-luciferase reporter (MCF7-derived line), luminescence, 24 h; 410,000 compounds, 0.31% hits; also: potency is read from the fitted curve at half-maximal effect; % of control where 0% means no effect; nearly all actives have a fitted effect of over 65% in size
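Cells of the AREc32 ARE-luciferase line are plated in OPTI-MEM containing 5% FBS and left overnight at 37 deg C. Compounds are pinned in, incubation continues 24 hr, and firefly luciferase signal is then measured.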
IL-1B inflam inh: inhibitors of inflammasome signaling (IL-1 beta secretion); THP-1 LPS/ATP IL-1B secretion, AlphaLISA, 16 h; stronger effect = lower value; activity change, % at 57.5 µM; 360,000 compounds, 4.7% hits; AID 743279; in the data active = activity change below about -50%; inconclusive = mostly about -30% to -49%; also: % is scaled to controls: 0 for no effect and ±100 for the full control effect
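Secreted IL-1B measured by AlphaLISA bead assay after 16 h compound exposure of THP-1 cells; compounds (final up to 57.5 uM) added 1 h before LPS (250 ng/mL) and ATP (1.25 mM) stimulation; lower signal means less secretion.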
MCF10A rerep: DNA re-replication induction in MCF 10a cells. MCF 10A DNA re-replication, Hoechst nuclear intensity, 48 h. Potency, µM (series often up to 46.1 µM), for the others: top-dose activity, positive = re-replication, usual class: activators. 350,000 compounds, 2.9% hits; also: potency is read from the fitted curve at half-maximal effect; % of control where 0% means no effect; nearly all actives have a fitted effect of over 50% in size
ATXN viability: cell viability loss in ATXN counter-screen; S2 cells (HEK-293 line with an ATXN2-luciferase reporter) viability, CellTiter-Fluor protease fluorescence, 24 h; Potency, µM (top dose mostly 56.7 µM), actives largely listed as cytotoxic; 400,000 compounds, 0.49% hits; AID 651635; also: potency is read from the fitted curve at half-maximal effect; nearly all actives have a fitted effect of over 40% in size
ATXN2 expr inh: ATXN2 expression inhibition | Potency, µM (titrated, usually from 57 µM), for the others: at the highest dose activity change, negative = inhibition, hits mostly inhibitors | AID 1745845 | HEK-293 ATXN2-luciferase reporter, luminescence, 24 h | 360,000 compounds, 0.72% hits; also: potency is read from the fitted curve at half-maximal effect; % is scaled to controls: 0 for no effect and ±100 for the full control effect; nearly all actives have a fitted effect of over 55% in size
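ATXN2-luciferase reporter cells (luciferase flanked by upstream and downstream ATXN2 gene portions) were treated 24 h at 37 °C with compounds at up to 57 uM. SteadyGlo luminescence gave expression; GF-AFC fluorescence gave viability.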
Starred values were filed as active, the others as inactive; i = inactive; ? = inconclusive; · = not tested or not shown; [ ] = remark or other dose. Unless noted, calls follow the shape of the dose curve; as a rule, active = well fitted curve in the direction sought with a large enough effect; inconclusive = small, poorly fitted or top-dose-only effect, or another doubt; inactive = no such curve, though single readings can be large; an effect the other way counts as inactive or inconclusive. Random draw from the library; overall some 8.8% were active at least once.

(1) CC(=O)N1CCc2c(sc3c2c(=O)n(-c2ccccc2Cl)c(=O)n3Cc2cccc(C)c2)C1
(2) COc1c(Cl)cnn(-c2ccccc2)c1=O
(3) Cc1ccc(N2C(=O)C3C4C=CC(CNC(=S)Nc5ccc(F)cc5)(O4)C3C2=O)cc1 (stereo not given)
(4) CN(C)S(=O)(=O)c1cc(NC(=O)c2cc(=O)c3ccccc3o2)ccc1Cl
(5) Cc1ccn(C(=O)c2ccc(NC(=O)C3CCCCC3)cc2)n1
(6) CC(C)C(NS(=O)(=O)c1ccc2c(c1)oc(=O)n2C)C(=O)NCCc1ccc(Cl)cc1 (stereo not given)
(7) COc1ccc(NC(C)=O)cc1S(=O)(=O)Nc1ccccc1C(=O)NCCc1ccccc1
(8) CN(c1ccc(Br)cc1)S(=O)(=O)c1ccc2[nH]cc(C(=O)NCCN3CCOCC3)c(=O)c2c1
screen / no.,1,2,3,4,5,6,7,8
HepG2 tox,-52%,0%,0%,-23%,18%,8%,13%,7%
A549 tox,-12%,0%,-14%,-24%,-11%,-4%,-6%,7%
TGFb SMAD3 inh,?,-13%,-10%,6%,17%,3%,?,4%
Nrf2 inh,·,-10%,-24%,?,·,9%,?,2%
Nrf2 ARE act,7.5%,18%,3.6%,7.2%,2.1%,0.3%,1.9%,-0.8%
IL-1B inflam inh,·,-75*,6,-6,-1,·,10,-8
MCF10A rerep,·,?,?,?,3%,·,-4%,1%
ATXN viability,·,i,i,?,i,i,i,i
ATXN2 expr inh,?,-7%,-11%,11%,25%,14%,29%,5%

By substructure, the compounds so far with an aryl methoxy group (2)
(2) COc1c(Cl)cnn(-c2ccccc2)c1=O
(7) COc1ccc(NC(C)=O)cc1S(=O)(=O)Nc1ccccc1C(=O)NCCc1ccccc1
screen / no.,2,7
HepG2 tox,0%,13%
A549 tox,0%,-6%
TGFb SMAD3 inh,-13%,?
Nrf2 inh,-10%,?
Nrf2 ARE act,18%,1.9%
IL-1B inflam inh,-75*,10
MCF10A rerep,?,-4%
ATXN viability,i,i
ATXN2 expr inh,-7%,29%

(next part)
(9) COc1cc(NC(=O)c2cc(C)no2)cc(OC)c1OC
(10) COc1ccc(C2=NS(=O)(=O)N(C)C(C(=O)NC3CCCCC3)=C2)cc1
(11) O=C(CN1C(=O)NC2(CCSC2)C1=O)N1CCN(c2ccc(F)cc2)CC1 (stereo not given)
(12) O=C(COC(=O)c1cc([N+](=O)[O-])ccc1N1CCOCC1)Nc1ccccc1OC(F)F
(13) O=C(CSc1nnc(C2CC2)n1CC1CCCO1)Nc1ccc(Cl)cc1 (stereo not given)
(14) COc1ccc(/C=C2\Oc3cc(OCC(=O)N4CC(O)C[C@H]4C(=O)O)ccc3C2=O)c(OC)c1OC (stereo not given in full)
(15) Nc1cc(OC(=O)c2cccs2)nn1S(=O)(=O)c1ccccc1
(16) NC(=O)CC1SC(N)=NC1=O (stereo not given)
screen / no.,9,10,11,12,13,14,15,16
HepG2 tox,5%,-14%,-4%,-4%,0%,-24%,-25%,-5%
A549 tox,1%,5%,-2%,3%,-4%,-26%,-1%,-1%
TGFb SMAD3 inh,5%,-10%,1%,2%,1%,3%,-1%,1%
Nrf2 inh,-18%,?,8%,8%,12%,7%,-18%,?
Nrf2 ARE act,-0.4%,1.7%,0.4%,7.2%,4.6%,-0.5%,-0.4%,0.2%
IL-1B inflam inh,-9,-11,-8,0,9,3,-4,21
MCF10A rerep,-1%,18%,2%,11%,1%,?,0%,-1%
ATXN viability,i,i,i,?,i,i,i,i
ATXN2 expr inh,0%,2%,0%,-18%,28%,-2%,-4%,0%

(17) CCN1CCN(C2=C(NS(=O)(=O)c3ccc(Br)cc3)C(=O)c3ccccc3C2=O)CC1
(18) C=C1C(=O)[C@]23C[C@H]1CCC2[C@]1(C)CCC[C@@](C)(C(=O)O)C1C[C@@H]3O (stereo not given in full)
(19) COc1ccc(C(=O)NCC(=O)NCc2ccncc2)cc1
(20) Cc1cc(C)nc(SC(C)CNS(=O)(=O)c2ccccc2)n1 (stereo not given)
(21) CCn1c(=O)c(CCC(=O)NCCN2CCOCC2)c(C)c2c(C)nn(-c3cccc(C)c3)c21
(22) O=C(CN1C(=O)COc2ccc(Cl)cc21)Nc1cccc(C(=O)O)c1
(23) Cc1cccc(C(=O)NC2CC3CCCC(C2)N3Cc2ccccc2)c1 (stereo not given)
(24) COc1cccc(C(=O)Nc2ccc(N3CCN(S(C)(=O)=O)CC3)cc2)c1
screen / no.,17,18,19,20,21,22,23,24
HepG2 tox,18µM*,-87%,4%,10%,-7%,1%,-24%,0%
A549 tox,-10%,·,-8%,-2%,1%,1%,9%,-5%
TGFb SMAD3 inh,13µM*,2.5µM*,-2%,4%,6%,7%,-10%,-2%
Nrf2 inh,-25%,·,-2%,2%,-5%,6%,3%,2%
Nrf2 ARE act,-1.9%,?,-1.0%,0.0%,-0.2%,0.1%,-0.6%[9.22 µM],-1.1%
IL-1B inflam inh,29,-121*,15,0,-5,·,-16,-1
MCF10A rerep,26%,·,3%,3%,9%,·,-14%,?
ATXN viability,?,7.1µM*,i,i,i,i,i,i
ATXN2 expr inh,·,3.5µM*,0%,·,-15%,4%,-16%,13%

(25) Cc1ccc(N2C(=O)c3ccccc3C2Nc2ccc(S(=O)(=O)N3CCOCC3)cc2)nc1 (stereo not given)
(26) COc1ccc(NC(=O)CSc2nc3c(c(=O)n2-c2ccccc2OC)SCC3)cc1
(27) CCOc1ccc(NC(=O)NCc2ccco2)cc1
(28) O=S(=O)(Cc1ccccc1)Nc1ccc(S(=O)(=O)NCC2CCCO2)cc1 (stereo not given)
(29) O=C(CSCc1ccc(Cl)c(Cl)c1)Nc1c[nH]c(=O)[nH]c1=O
(30) C[C@@H]1CN([C@@H](C)CO)C(=O)CCCn2nncc2CO[C@@H]1CN(C)S(=O)(=O)c1ccccc1C#N
(31) O=C(COc1ccc(Br)cc1)Nc1cc(S(=O)(=O)N2CCCCC2)ccc1N1CCCCC1
(32) Cc1c(CCC(=O)O)c(=O)oc2cc3occ(-c4ccc(F)cc4)c3cc12
screen / no.,25,26,27,28,29,30,31,32
HepG2 tox,2%,1%,-5%,-3%,26%,-3%,9%,-48%
A549 tox,-3%,0%,0%,0%,-7%,·,-7%,4%
TGFb SMAD3 inh,-6%,-4%,25%,-13%,-10%,-6%,7%,15%
Nrf2 inh,9%,?,1%,13%,-21%,·,0%,4%
Nrf2 ARE act,2.3%,0.4%,2.7%,-0.5%,-0.2%,-0.4%,0.0%,3.5%
IL-1B inflam inh,-27,-1,-9,13,5,-22,2,11
MCF10A rerep,-4%,1%,1%,-5%,1%,·,1%,30%
ATXN viability,?,i,i,i,i,i,?,i
ATXN2 expr inh,35%,6%,8%,-4%,-5%,1%,-21%,-1%

A second format for some results above:
Results follow in this order: HepG2 tox	A549 tox	TGFb SMAD3 inh	Nrf2 inh	Nrf2 ARE act	IL-1B inflam inh	MCF10A rerep	ATXN viability	ATXN2 expr inh
5) Cc1ccn(C(=O)c2ccc(NC(=O)C3CCCCC3)cc2)n1
  18%	-11%	17%	·	2.1%	-1	3%	i	25%
6) CC(C)C(NS(=O)(=O)c1ccc2c(c1)oc(=O)n2C)C(=O)NCCc1ccc(Cl)cc1 (stereo not given)
  8%	-4%	3%	9%	0.3%	·	·	i	14%

The list continues:
(33) Cc1ccccc1OCC(O)CN1CCN(CCN2C(=O)c3cccc4cccc(c34)C2=O)CC1 (stereo not given)
(34) CC(NC(=S)NNS(=O)(=O)c1ccc(C(C)(C)C)cc1)c1ccccc1 (stereo not given)
(35) CCCN(CCC)C(=O)CC(c1ccccc1)c1ccco1 (stereo not given)
(36) COc1cc(C(=O)NCc2cn3cccc(C)c3n2)cc(OC)c1OC
(37) Cc1ccc(Oc2nn[nH]n2)cc1
(38) COC(=O)c1ccc(COc2ccc(-c3nnn(CC(=O)NC(C)(C)C)n3)cc2)cc1
(39) Cc1ccccc1NC(=O)N1CCN(S(=O)(=O)c2ccccc2)CC1
(40) COc1ccc(NC(=O)CCS(=O)(=O)c2cc3c(cc2C)NC(=O)CO3)cc1
screen / no.,33,34,35,36,37,38,39,40
HepG2 tox,-38%,-56%,-1%,-6%,0%,6%,-1%,-2%
A549 tox,-13%,12%,-4%,1%,-7%,0%,0%,5%
TGFb SMAD3 inh,2%,?,-31%,-10%,-19%,-30%,-3%,6%
Nrf2 inh,3%,4%,0%,7%,1%,8%,-10%,5%
Nrf2 ARE act,9.1%,-0.5%,-0.3%,0.0%,-0.6%,0.1%,0.5%,0.7%
IL-1B inflam inh,-87*,47,-14,-16,8,0,-10,10
MCF10A rerep,15%,5%,0%,-2%,2%,?,-3%,3%
ATXN viability,?,i,i,i,i,i,i,i
ATXN2 expr inh,-26%,·,-2%,21%,4%,-5%,14%,3%

(41) COc1ccc(-n2nc3cc(C)c(NC(=O)COc4cccc(C)c4)cc3n2)cc1
(42) COC(=O)COc1ccc(-c2nccc(-c3ccc(Br)cc3)n2)cc1
(43) COc1ccc(S(=O)(=O)N2CCN(c3cnccn3)CC2)cc1
(44) COc1cccc(NC(=O)COC(=O)COc2ccccc2[N+](=O)[O-])c1
screen / no.,41,42,43,44
HepG2 tox,-13%,6%,-15%,-1%
A549 tox,-4%,1%,6%,3%
TGFb SMAD3 inh,-18%,7%,7%,-5%
Nrf2 inh,4%,3%,-15%,15%
Nrf2 ARE act,-0.7%,-0.3%,2.9%,-0.4%
IL-1B inflam inh,·,-3,?,-2
MCF10A rerep,·,7%,2%,1%
ATXN viability,i,?,i,i
ATXN2 expr inh,14%,-37%,-10%,5%
